KCNQ2 inh – KCNQ2 channel blockers in CHO-K1 cells – cell-based, FluxOR thallium flux, B-score, primary screen (AID 2156) | 20 min; stronger effect = lower value | O88943 | 310,000 compounds, 1.1% hits | B-score at 10 µM;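 active = fluorescence ratio B-score at most minus 3 library SDs, with starting brightness B-score within 2 library SDs, cut at about -5.5 in these data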
CHT block – inhibitors of human choline transporter CHT. Q9GZV3. CHT-expressing cells, membrane potential dye, choline response; stronger effect = lower value. B-score at 10 µM. 310,000 compounds, 0.86% hits;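 active = B-score over 3 SD under the library average, and starting fluorescence ratio not unusually high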;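 note: choline stimulus applied at its EC90 after an EC20 pre-addition; B-score computed on integrated fluorescence ratio after choline addition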
Target sequence (Q9GZV3 whole entry, looked up): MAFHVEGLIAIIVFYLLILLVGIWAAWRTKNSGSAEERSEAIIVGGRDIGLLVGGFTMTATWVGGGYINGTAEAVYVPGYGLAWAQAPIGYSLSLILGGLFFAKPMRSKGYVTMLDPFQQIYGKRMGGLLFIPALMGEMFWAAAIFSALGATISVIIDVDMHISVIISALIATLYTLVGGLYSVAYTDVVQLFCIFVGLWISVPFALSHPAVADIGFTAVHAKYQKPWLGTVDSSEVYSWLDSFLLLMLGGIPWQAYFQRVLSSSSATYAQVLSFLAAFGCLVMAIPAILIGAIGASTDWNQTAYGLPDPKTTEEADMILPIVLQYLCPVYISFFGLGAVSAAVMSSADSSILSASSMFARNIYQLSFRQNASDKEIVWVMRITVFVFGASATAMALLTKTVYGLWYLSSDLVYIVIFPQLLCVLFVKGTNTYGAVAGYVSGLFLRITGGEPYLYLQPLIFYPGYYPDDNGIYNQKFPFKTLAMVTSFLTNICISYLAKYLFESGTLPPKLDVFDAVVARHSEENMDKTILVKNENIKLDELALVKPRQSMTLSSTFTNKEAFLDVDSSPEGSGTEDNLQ
Active calls of the source: *.

How did Cc1nn(CCC#N)c(NC(=O)c2ccccc2)c1P(=O)(Nc1ccc(Br)cc1)N1CCOCC1 (configuration not stated) do in these assays?
KCNQ2 inh: inactive; CHT block: inactive

What do the screens show for `Cn1nccc1C(=O)N1CCCC(Nc2ccc(F)cc2)C1` (configuration not stated)?
KCNQ2 inh: inactive; CHT block: inactive

How did COc1ccc(N(Cc2cc3cc(OC)ccc3[nH]c2=O)C(=O)c2cccnc2)cc1 do in these assays?
CHT block: inactive

What do the screens show for `O=C(O)CCSc1nnc(-c2ccncc2)n1-c1ccccc1`?
KCNQ2 inh: inactive; CHT block: inactive

How did Cc1noc(C)c1CSCC(=O)Nc1ccccc1N1CCCCC1 do in these assays?
KCNQ2 inh: inactive; CHT block: inactive

What do the screens show for `O=C(O)CCc1nn2cc(-c3ccccc3)nc2[nH]c1=O`?
KCNQ2 inh: inactive; CHT block: inactive

How did COC(=O)CN1C(=O)C2(C(C#N)=C(N)Oc3cc(C)oc(=O)c32)c2ccccc21 (configuration not stated) do in these assays?
KCNQ2 inh: inactive; CHT block: inactive

What do the screens show for `COc1ccc(NC(=O)CN2C(=O)C(C)Oc3ccccc32)cc1OC` (configuration not stated)?
KCNQ2 inh: inactive; CHT block: inactive

What do the screens show for `CC(C(=O)NN=C(c1ccccc1)c1ccccc1)N1CCCC1` (configuration not stated)?
KCNQ2 inh: inactive; CHT block: inactive

What do the screens show for `Cc1ccc2nc(/C(C#N)=C\c3ccc(OC(=O)c4cccs4)cc3)[nH]c2c1`?
KCNQ2 inh: inactive; CHT block: inactive

What do the screens show for `CSc1ccc(CNC(=O)Cc2ccc(NC(=O)C3=C(C)OCCS3)cc2)cc1`?
KCNQ2 inh: inactive; CHT block: inactive

Results for c1ccc2sc(-c3ccncc3)nc2c1 ?
KCNQ2 inh: inactive; CHT block: inactive

Results for O=C1N(Cc2cccnc2)C[C@@H]2C[C@@H](c3ccccc3C#Cc3ccccc3)N3CCC[C@@]123 ?
KCNQ2 inh: inactive; CHT block: inactive

What do the screens show for `COc1ccc(C)cc1N(C(=O)CNC(=O)c1ccco1)C(C(=O)NCC1CCCO1)c1ccccc1` (configuration not stated)?
KCNQ2 inh: inactive; CHT block: inactive

Results for c1cncc(-c2nnc(-c3cccnc3)nn2)c1 ?
KCNQ2 inh: inactive; CHT block: inactive

How did CN(C)/C=C1\SC(=S)N(N2C(=O)C3C4C=CC(C4)C3C2=O)C1=O (configuration not stated) do in these assays?
KCNQ2 inh: inactive; CHT block: inactive

How did COc1ccc(CCNC(=O)/C=C/C(=O)O)cc1OC do in these assays?
KCNQ2 inh: inactive; CHT block: inactive

What do the screens show for `Cc1ccccc1C(=O)Nc1ccc(C(=O)N/N=C/c2ccc(O)c(Br)c2)cc1`?
KCNQ2 inh: inactive; CHT block: inactive

Results for Cc1c(NC(=O)c2cccc(NC(=O)c3ccco3)c2)cccc1C(=O)O ?
KCNQ2 inh: inactive; CHT block: inactive

How did CNc1ccn(C2CCCO2)c(=O)n1 (configuration not stated) do in these assays?
KCNQ2 inh: inactive; CHT block: inactive

What do the screens show for `O=C(NC(=O)c1cccc(F)c1)Nc1nc(-c2ccc(F)cc2)cc(C(F)(F)F)n1`?
KCNQ2 inh: inactive; CHT block: inactive

Results for COc1nc(-c2cccc([N+](=O)[O-])c2)nc2ccccc12 ?
KCNQ2 inh: inactive; CHT block: inactive

How did COc1cccc(/C=N/n2nnnc2N)c1 do in these assays?
KCNQ2 inh: inactive; CHT block: inactive

How did COc1ccc(N2CCN(C(=O)CSc3nnc(COc4cccc5cccnc45)o3)CC2)cc1 do in these assays?
KCNQ2 inh: inactive; CHT block: inactive

What do the screens show for `COc1ccc(SCCc2ccncc2)cc1`?
KCNQ2 inh: inactive; CHT block: inactive

Results for NC(Cc1ccc(Oc2ccc(O)cc2)cc1)C(=O)O (configuration not stated) ?
KCNQ2 inh: inactive; CHT block: inactive

How did OCCCc1n[nH]c(=S)n1-c1ccccc1 do in these assays?
KCNQ2 inh: inactive; CHT block: inactive

What do the screens show for `COc1ccc(NC(=O)N2CCC(c3ccccc3)C2)c(OC)c1` (configuration not stated)?
KCNQ2 inh: inactive; CHT block: inactive

What do the screens show for `CC1(C)CC(=O)c2cc(C(=O)O)c(=O)n(-c3ccccc3)c2C1`?
KCNQ2 inh: inactive; CHT block: inactive

What do the screens show for `Cc1ccc(S(=O)(=O)N2CCC[C@H]2C(=O)OC(C)C(=O)Nc2ncc(Cl)cc2Cl)cc1` (some centres not stated)?
KCNQ2 inh: inactive; CHT block: inactive

Results for Cc1ccc(CN2CCN(/N=C/c3sccc3C)CC2)c(C)c1 ?
KCNQ2 inh: inactive; CHT block: inactive

Results for O=C(CCSc1nccn1Cc1ccccc1)N1CCOCC1 ?
KCNQ2 inh: inactive; CHT block: inactive

How did CC1CCN(CCc2nc3cc(NC(=O)COc4ccc(Cl)cc4)ccc3n2C)CC1 do in these assays?
KCNQ2 inh: inactive; CHT block: inactive

How did CCCC[C@@H]1CNC(=O)C(=O)N1CCc1cccc2ccccc12 do in these assays?
KCNQ2 inh: inactive; CHT block: inactive

What do the screens show for `COc1cccc(Nc2nc(NCC3CCCO3)c3ccccc3n2)c1` (configuration not stated)?
KCNQ2 inh: -10*; CHT block: inactive

What do the screens show for `FC(F)(F)c1cccc(Cc2noc(CN3CCCC3)n2)c1`?
KCNQ2 inh: inactive; CHT block: inactive

What do the screens show for `CCn1c(=O)c(=O)[nH]c2cc(C(=O)Nc3ccc(S(=O)(=O)N4CCCC4)cc3)ccc21`?
KCNQ2 inh: inactive; CHT block: inactive

How did C[C@H]1CN=C(N(C)C)N1CC1CCCCC1 do in these assays?
CHT block: inactive

What do the screens show for `c1ccc2[nH]c(-c3ccncc3)nc2c1`?
KCNQ2 inh: inactive; CHT block: inactive

How did O=C1NCCCC1C(=O)N/N=C/c1ccc(Cl)cc1 (configuration not stated) do in these assays?
KCNQ2 inh: inactive; CHT block: inactive

How did CCN(CC)CCNC(=O)c1cn(-c2ccccc2)nc1-c1cccs1 do in these assays?
KCNQ2 inh: inactive; CHT block: inactive

Results for CC(=O)Nc1ccc(S(=O)(=O)N2CCN(Cc3ccccn3)CC2)cc1 ?
KCNQ2 inh: inactive; CHT block: inactive

What do the screens show for `Cc1ccc(NC(=S)N(CCN(C)C)C(C)c2ccco2)cc1C` (configuration not stated)?
KCNQ2 inh: inactive; CHT block: inactive

How did O=C(NC1CCCCC1)c1cc([N+](=O)[O-])ccc1N1CCOCC1 do in these assays?
KCNQ2 inh: inactive; CHT block: inactive

How did N#Cc1cccc(N=c2ssnc2Cl)c1 do in these assays?
KCNQ2 inh: inactive

What do the screens show for `COc1ccc(NS(=O)(=O)c2cccc(-c3nnc(-c4ccccc4)o3)c2)cc1`?
KCNQ2 inh: inactive; CHT block: inactive

Results for COc1ccc(NC2=C(C(C)=O)C(c3ccc4c(c3)OCO4)C(C(C)=O)C(C)(O)C2)cc1 (configuration not stated) ?
KCNQ2 inh: inactive; CHT block: inactive

How did NC(=O)CS(=O)(=O)c1nc2ccccc2n1CC(=O)N1CCCCC1 do in these assays?
KCNQ2 inh: inactive; CHT block: inactive

Results for Cc1ccc(C)c(N2CCN(C(=O)C3CCC3)CC2)c1 ?
KCNQ2 inh: inactive; CHT block: inactive

What do the screens show for `Cc1ccc(NC(=O)C2(N(CC(C)C)C(=O)Cn3nnnc3N)CCCCC2)cc1`?
KCNQ2 inh: inactive; CHT block: inactive

What do the screens show for `Cn1c(CNC(=O)CNC(=O)c2ccc(F)cc2)cc(=O)n(C)c1=O`?
KCNQ2 inh: inactive; CHT block: inactive

What do the screens show for `CC(C)(CC(=O)O)CC(=O)N1CCN(c2nc3cc(Cl)ccc3s2)CC1`?
KCNQ2 inh: inactive; CHT block: inactive

Results for Cc1c(CC(=O)NCCC(=O)O)c(=O)oc2cc3occ(-c4ccccc4)c3cc12 ?
KCNQ2 inh: inactive; CHT block: inactive

What do the screens show for `O=C(NCC(c1ccco1)N1CCCC1)c1sc2ccccc2c1Cl` (configuration not stated)?
KCNQ2 inh: inactive; CHT block: inactive

Results for CNS(=O)(=O)c1cc(O)c2c(S(=O)(=O)NC)cccc2c1 ?
KCNQ2 inh: inactive; CHT block: inactive

Results for CCCCC(C(=O)NC1CCCC1)N(C(=O)c1snc(C(N)=O)c1N)c1ccc(OCC)cc1 (configuration not stated) ?
KCNQ2 inh: inactive; CHT block: inactive

Results for CCOc1ccc(-c2nnc(N(CC)C(=O)C3CCC3)s2)cc1 ?
KCNQ2 inh: inactive; CHT block: inactive

What do the screens show for `CC(C)c1nc2sc3c(c2c(=O)n1N)CC(C)(C)OC3`?
KCNQ2 inh: inactive; CHT block: inactive

How did Cc1nc2ccc(NC(=O)COc3ccccc3C)cc2s1 do in these assays?
KCNQ2 inh: inactive; CHT block: inactive

What do the screens show for `COc1ccc(NS(=O)(=O)c2ccc3[nH]c(=O)[nH]c3c2)cc1`?
KCNQ2 inh: inactive; CHT block: inactive

A draw from above in order of molar mass, rising.
What do the screens show for `CC(C)c1nc2sc3c(c2c(=O)n1N)CC(C)(C)OC3`?
KCNQ2 inh: inactive; CHT block: inactive

How did CN(C)/C=C1\SC(=S)N(N2C(=O)C3C4C=CC(C4)C3C2=O)C1=O (configuration not stated) do in these assays?
KCNQ2 inh: inactive; CHT block: inactive

What do the screens show for `Cc1ccc2nc(/C(C#N)=C\c3ccc(OC(=O)c4cccs4)cc3)[nH]c2c1`?
KCNQ2 inh: inactive; CHT block: inactive

How did COc1ccc(N(Cc2cc3cc(OC)ccc3[nH]c2=O)C(=O)c2cccnc2)cc1 do in these assays?
CHT block: inactive

Next section.
How did CC(/C=N/n1c(COc2ccccc2)n[nH]c1=S)=C\c1ccccc1 do in these assays?
KCNQ2 inh: inactive; CHT block: inactive

How did Cc1ccsc1C(=O)NNC(=S)NCC(C)C do in these assays?
KCNQ2 inh: inactive; CHT block: inactive

What do the screens show for `Cc1ccc(Nc2nc(N)nc(CSc3ncccn3)n2)cc1`?
KCNQ2 inh: inactive; CHT block: inactive

What do the screens show for `COc1cccc(NC(=O)COC(=O)c2nc3nccc(C)n3n2)c1`?
KCNQ2 inh: inactive; CHT block: inactive

What do the screens show for `CN1CCN(S(=O)(=O)c2ccc3c(c2)NC(=O)CS3)CC1`?
KCNQ2 inh: inactive; CHT block: inactive

How did COc1ccc(OC)c2[nH]c(=O)c(CCNC(=O)C3CCCCC3)cc12 do in these assays?
KCNQ2 inh: inactive; CHT block: inactive

How did O=C(Cn1cnc2scc(-c3cccc([N+](=O)[O-])c3)c2c1=O)NCc1ccco1 do in these assays?
KCNQ2 inh: inactive; CHT block: inactive

Results for CC(C)n1c(/C=C/[C@@H](O)C[C@@H](O)CC(=O)O)c(-c2ccc(F)cc2)c2ccccc21 ?
KCNQ2 inh: inactive; CHT block: inactive

What do the screens show for `CCOC(=O)N1CCN(C(=O)c2ccccc2SCC(=O)NCC2CCCCC2)CC1`?
KCNQ2 inh: inactive; CHT block: inactive

How did CCc1cc(C)c(O)c(CC)n1 do in these assays?
KCNQ2 inh: inactive; CHT block: inactive

How did O=C(N=Nc1c(O)[nH]c2ccccc12)c1cccs1 do in these assays?
KCNQ2 inh: inactive; CHT block: inactive

How did COc1ccc(OC)c(CCNC(=O)CCc2nnc3ccc(N4CCCC4)nn23)c1 do in these assays?
KCNQ2 inh: inactive; CHT block: inactive

Results for O=C(Cc1ccccc1)NN1C(=O)/C(=C/c2ccccc2C(=O)O)SC1=S ?
KCNQ2 inh: inactive; CHT block: inactive

How did Cc1c(-c2ccccc2)cnc2c(C)cccc12 do in these assays?
KCNQ2 inh: inactive; CHT block: inactive

Results for Cc1cc(NC(=O)CN2CCc3ccccc3C2)nc2c1c(=O)oc1ccccc12 ?
KCNQ2 inh: inactive; CHT block: inactive

Results for C=CCn1cccc(C(=O)Nc2ccc(OC)c(OC)c2)c1=O ?
KCNQ2 inh: inactive; CHT block: inactive

How did COc1ccc(-n2nnnc2/C=C\Nc2ccc(C)cc2)cc1 do in these assays?
KCNQ2 inh: inactive; CHT block: inactive

Results for Cc1n[nH]c(=O)c2c(NC(=O)CSc3ccccc3F)oc(C)c12 ?
KCNQ2 inh: inactive; CHT block: inactive

How did CN(C)NC(=S)Nc1cccc(C(F)(F)F)c1 do in these assays?
KCNQ2 inh: inactive; CHT block: inactive

Results for Cc1cc(C)c(OCC(=O)OC(C)C(=O)NC2CC2)c(C)c1 (configuration not stated) ?
KCNQ2 inh: inactive; CHT block: inactive

Results for O=S(=O)(c1ccc2nc(COc3ccccc3)[nH]c2c1)N1CCOCC1 ?
KCNQ2 inh: inactive; CHT block: inactive

What do the screens show for `O=C(CCCCCN1C(=O)c2ccccc2C1=O)Nc1ccccc1`?
KCNQ2 inh: inactive; CHT block: inactive

What do the screens show for `CCCC(C)C(=O)Nc1ccc(F)c(Cl)c1` (configuration not stated)?
KCNQ2 inh: inactive; CHT block: inactive

What do the screens show for `COc1ccc(-c2nc(CS(=O)CC(=O)NC3CCCC(C)C3C)c(C)o2)cc1OC` (configuration not stated)?
KCNQ2 inh: inactive; CHT block: inactive

How did COc1ccccc1CNC(=O)C(NS(=O)(=O)c1ccc2c(c1)oc(=O)n2C)C(C)C (configuration not stated) do in these assays?
KCNQ2 inh: inactive; CHT block: inactive

How did COCCNC(=O)C(=O)NCCN1CCNCC1 do in these assays?
KCNQ2 inh: inactive; CHT block: inactive

How did Cc1noc(C)c1C(=O)OCC(=O)Nc1cccc(S(N)(=O)=O)c1 do in these assays?
KCNQ2 inh: inactive; CHT block: inactive

Structures listed so far with a cyano group, in the order listed:
How did Cc1nn(CCC#N)c(NC(=O)c2ccccc2)c1P(=O)(Nc1ccc(Br)cc1)N1CCOCC1 (configuration not stated) do in these assays?
KCNQ2 inh: inactive; CHT block: inactive

How did COC(=O)CN1C(=O)C2(C(C#N)=C(N)Oc3cc(C)oc(=O)c32)c2ccccc21 (configuration not stated) do in these assays?
KCNQ2 inh: inactive; CHT block: inactive

What do the screens show for `Cc1ccc2nc(/C(C#N)=C\c3ccc(OC(=O)c4cccs4)cc3)[nH]c2c1`?
KCNQ2 inh: inactive; CHT block: inactive

How did N#Cc1cccc(N=c2ssnc2Cl)c1 do in these assays?
KCNQ2 inh: inactive
